Screens (PubChem)
APOBEC3G inh: APOBEC3G (human) deaminase inhibition. Q9HC16. recombinant A3G, ssDNA deamination FAM/TAMRA fluorescence. inhibition, % at 20 µM. 330,000 compounds, 0.28% hits. AID 493012;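 active = inhibition of at least 40% at 20 µM, with no more than 30% in the related APOBEC3A deaminase screen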;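 also: plate controls were DMSO wells with A3G for no effect and wells lacking A3G enzyme for full effect; some compounds called inactive have numbers as strong as hits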
Target sequence (Q9HC16 whole entry, looked up): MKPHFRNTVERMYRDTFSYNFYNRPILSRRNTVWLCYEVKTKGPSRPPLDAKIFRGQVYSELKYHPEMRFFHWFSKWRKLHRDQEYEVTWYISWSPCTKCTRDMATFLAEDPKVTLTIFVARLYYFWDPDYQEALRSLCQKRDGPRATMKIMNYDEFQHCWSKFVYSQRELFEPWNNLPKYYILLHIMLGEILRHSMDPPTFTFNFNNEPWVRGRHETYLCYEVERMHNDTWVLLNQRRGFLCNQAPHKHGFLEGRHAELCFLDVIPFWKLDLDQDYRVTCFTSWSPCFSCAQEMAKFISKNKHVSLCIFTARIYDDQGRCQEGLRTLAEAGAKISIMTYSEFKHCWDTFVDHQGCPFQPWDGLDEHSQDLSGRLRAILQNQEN
NLRP3 yeast inh: inhibitors of NALP3 inflammasome in yeast | AID 2825 | 330,000 compounds, 0.39% hits | inhibition, % at 10 µM | Yeast reconstituted NLRP3/ASC/caspase-1, beta-gal luminescence, 24 h;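 active = inhibition of 50% or more; inactive = inhibition below 50%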;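 also: plate controls were induced DMSO wells for no effect and uninduced yeast grown without galactose for full effect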
mIAP block: mouse IAP inhibition; AID 2806; inhibition, % at 10 µM; 330,000 compounds, 0.2% hits; purified mouse IAP, CDP-Star luminescence, 30 min;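 active = inhibition of at least 40% at 10 µM in the primary screen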;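 also: plate controls were DMSO with enzyme for no effect and no enzyme wells for full effect; values of inactives mirror those of a sister screen read the other way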
mIAP activ: increases mouse intestinal alkaline phosphatase activity; muIAP, CDP-Star luminescence, 30 min; stronger effect = higher value; 1 = vehicle-only enzyme signal, 0 = enzyme-free wells; activation factor at 10 µM; 330,000 compounds, 0.24% hits;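 active = activation factor of at least 2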; also: the source names both 10 and 20 µM as test concentration; values of inactives mirror those of a sister screen read the other way
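System: mouse IAP enzyme. Reagent: CDP-Star chemiluminescent phosphatase substrate. Benchmarks: DMSO wells, no-enzyme wells. Times: 30 min enzyme-substrate-compound incubation at room temperature. Detection: luminescence from enzymatic CDP-Star hydrolysis. Doses: test compounds delivered from DMSO solution.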
tim10-1 inh: growth inhibitors of tim10-1 mutant yeast. S. cerevisiae tim10-1 ts strain growth, BacTiter-Glo, 24 h. inhibition, % at 20 µM. 330,000 compounds, 2.2% hits. AID 463190;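 active = inhibition of at least 40%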;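 also: mutant grown at 25 °C; 0% = DMSO wells with yeast and 100% = wells holding no yeast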
A3A deaminase: blocks human APOBEC3A ssDNA deamination; recombinant A3A, FAM/TAMRA ssDNA deamination fluorescence; P31941; AID 493011; 330,000 compounds, 0.41% hits; inhibition, % at 20 µM;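 active = at least 40% inhibition at 20 µM here, with at most 30% in a related deaminase screen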;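 also: plate controls were A3A with DMSO for no effect and wells lacking A3A enzyme for full effect; some results filed as inactive read as strong as hits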
Target sequence (P31941 whole entry, looked up): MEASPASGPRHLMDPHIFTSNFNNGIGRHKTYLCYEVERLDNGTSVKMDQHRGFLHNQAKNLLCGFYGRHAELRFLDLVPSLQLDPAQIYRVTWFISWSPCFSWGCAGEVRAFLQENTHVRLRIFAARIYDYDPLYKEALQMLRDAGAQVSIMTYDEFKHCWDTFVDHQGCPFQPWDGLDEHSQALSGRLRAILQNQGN
hIAP block: blocks human intestinal alkaline phosphatase. purified IAP, CDP-Star luminescence, 30 min. 330,000 compounds, 0.12% hits. inhibition, % at 10 µM. AID 2544;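 active = inhibition reaching a set limit with compound at 10 µM in the primary screen, cut at about 35% in these data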;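 also: plate controls were DMSO wells with enzyme for no effect and no-enzyme buffer wells for full effect; values of inactives mirror those of a sister screen read the other way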
TIM10 inh: TIM10 yeast growth inhibition | S. cerevisiae TIM10 strain growth, BacTiter-Glo luminescence, 24 h | inhibition, % at 10 µM | 330,000 compounds, 1.4% hits | AID 463195;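 active = inhibition of 40% or more at the single tested concentration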;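 also: wild-type TIM10 isogenic control strain grown at permissive 25 °C; 0% = DMSO yeast wells and 100% = minimal medium wells without yeast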
MIN6 prolif: inducers of beta-cell replication in MIN6 cells. 330,000 compounds, 0.29% hits. proliferation, % at 10 µM. MIN6 cells proliferation, ATPlite luminescence, 48 h; cells starved in 0.2% serum; 100% = growth in 10% serum. AID 2380;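 active = compounds whose signal lies at least 3.5 SD above the mean of all wells on their plate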;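 also: 0% = DMSO-treated cells in low-serum medium and 100% = 10% serum control; some compounds called inactive have numbers as strong as hits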
An asterisk follows results filed as active. Random draw from the library. Share with any hit: about 4.6%.

For COc1ccc2nc(NC(=O)CSCC(=O)Nc3cc(C)on3)sc2c1 the results were APOBEC3G inh -8, NLRP3 yeast inh 1, mIAP block 1, mIAP activ 0.99, tim10-1 inh 3, A3A deaminase -5, hIAP block 2, TIM10 inh 4 and MIN6 prolif 3.
Screening c1ccc(Nc2nc(-c3ccncc3)cs2)cc1 returned APOBEC3G inh -1, NLRP3 yeast inh 31, mIAP block -1, mIAP activ 1, tim10-1 inh -2, A3A deaminase 3, hIAP block -6, TIM10 inh 11 and MIN6 prolif 1.
Cc1cccc(-n2c3nc(=O)[nH]c(=O)c-3cc3c(C)nn(-c4ccccc4)c32)c1C was read as APOBEC3G inh -5, NLRP3 yeast inh -7, mIAP block -10, mIAP activ 1.1, tim10-1 inh 12, A3A deaminase -2, hIAP block -65, TIM10 inh -12 and MIN6 prolif 0.
Screening CCn1c(C)nc2cc(C(=O)NNC(=O)[C@@H](NC(=O)c3cc(OC)cc(OC)c3)C(C)C)ccc21 returned APOBEC3G inh -5, NLRP3 yeast inh -10, mIAP block -6, mIAP activ 1.1, tim10-1 inh 5, A3A deaminase -5, hIAP block -46, TIM10 inh -1 and MIN6 prolif -1.
CC(=O)NC(C)c1nc2ccccc2n1CC(=O)NC(C)CCc1ccccc1 (stereo not drawn) was read as APOBEC3G inh 19, NLRP3 yeast inh 4, mIAP block 8, mIAP activ 0.92, tim10-1 inh 15, A3A deaminase 16, hIAP block 3, TIM10 inh 0 and MIN6 prolif 1.
For C(=N/N1CCN(c2ccccc2)CC1)/c1cccs1 the results were APOBEC3G inh -3, NLRP3 yeast inh 35, mIAP block 3, mIAP activ 0.97, tim10-1 inh 10, A3A deaminase 4, hIAP block 0, TIM10 inh 13 and MIN6 prolif 2.
`CCOC(=O)C1=C(COC(=O)Cc2ccc(OC)c(OC)c2)NC(=O)NC1C` (stereo not drawn) gave APOBEC3G inh -7, NLRP3 yeast inh 17, mIAP block 6, mIAP activ 0.94, tim10-1 inh -9, A3A deaminase 1, hIAP block 4, TIM10 inh -2 and MIN6 prolif 2.
`CN(C)CCC(O)c1ccccc1` (stereo not drawn) gave APOBEC3G inh -1, NLRP3 yeast inh 18, mIAP block 4, mIAP activ 0.96, tim10-1 inh -12, A3A deaminase 10, hIAP block 6, TIM10 inh 10 and MIN6 prolif -3.
Screening CNS(=O)(=O)c1cccc(C(=O)OC2CCOC2=O)c1 (stereo not drawn) returned APOBEC3G inh -2, NLRP3 yeast inh 16, mIAP block -5, mIAP activ 1.1, tim10-1 inh 17, A3A deaminase 2, hIAP block -14, TIM10 inh -7 and MIN6 prolif 0.
Screening Cc1ccc(OCc2nnc(SCC(=O)Nc3sc(C)c(C)c3C#N)n2C)cc1 returned APOBEC3G inh -4, NLRP3 yeast inh 12, mIAP block 14, mIAP activ 0.86, tim10-1 inh 5, A3A deaminase -1, hIAP block 4, TIM10 inh -32 and MIN6 prolif -5.
For COc1ccc(C2=NN(C(=O)COC(=O)c3ccc(S(C)(=O)=O)c([N+](=O)[O-])c3)C(c3ccco3)C2)cc1 (stereo not drawn) the results were APOBEC3G inh 0, NLRP3 yeast inh 2, mIAP block 4, mIAP activ 0.96, tim10-1 inh 26, A3A deaminase 3, hIAP block 12, TIM10 inh 22 and MIN6 prolif -7.
Screening O=C(NCc1cccs1)C1CC(=O)N(Cc2ccccc2)C1 (stereo not drawn) returned APOBEC3G inh -6, NLRP3 yeast inh -1, mIAP block 6, mIAP activ 0.94, tim10-1 inh 1, A3A deaminase -6, hIAP block 5, TIM10 inh -2 and MIN6 prolif 2.
`Cc1nc2ccccc2c(-c2ccccc2)c1C(=O)c1ccccc1` gave APOBEC3G inh -6, NLRP3 yeast inh -10, mIAP block 1, mIAP activ 0.99, tim10-1 inh 26, A3A deaminase -4, hIAP block 2, TIM10 inh 11 and MIN6 prolif -3.
`O=C(COc1ccc2c(-c3ccccc3)cc(=O)oc2c1)NCC(O)c1ccccc1` (stereo not drawn) gave APOBEC3G inh 1, NLRP3 yeast inh 11, mIAP block -4, mIAP activ 1, tim10-1 inh -2, A3A deaminase 0, hIAP block 0, TIM10 inh -10 and MIN6 prolif -2.
For CN1/C(=C\C(=O)c2cccc(S(=O)(=O)N3CCCCC3)c2)C(C)(C)c2ccccc21 the results were APOBEC3G inh -3, NLRP3 yeast inh 7, mIAP block -1, mIAP activ 1, tim10-1 inh 29, A3A deaminase -1, hIAP block -12, TIM10 inh 17 and MIN6 prolif -5.
For CC1=C(C(=O)OCc2ccccc2)C(c2ccc3c(c2)OCO3)NC(=O)N1CCCC(=O)O (stereo not drawn) the results were APOBEC3G inh -10, NLRP3 yeast inh 6, mIAP block -18, mIAP activ 1.2, tim10-1 inh -15, A3A deaminase -2, hIAP block 2, TIM10 inh -6 and MIN6 prolif -3.
CCc1ccc(N(CC)c2ncnc3nc[nH]c23)cc1 was read as APOBEC3G inh -3, NLRP3 yeast inh 14, mIAP block 8, mIAP activ 0.93, tim10-1 inh 24, A3A deaminase 22, hIAP block -27, TIM10 inh 1 and MIN6 prolif 3.
Screening O=C(Nc1ccc(Oc2nnc(-c3ccccc3)c3ccccc23)cc1)c1ccccc1 returned APOBEC3G inh -5, NLRP3 yeast inh 16, mIAP block 10, mIAP activ 0.9, tim10-1 inh -3, A3A deaminase -2, hIAP block 9, TIM10 inh 1 and MIN6 prolif 0.
CC(O)/C=C/C1OC(=O)CC1Nc1ccc(C=O)cc1 (stereo not drawn) was read as APOBEC3G inh -4, NLRP3 yeast inh -12, mIAP block 5, mIAP activ 0.95, tim10-1 inh -1, A3A deaminase -1, hIAP block 12, TIM10 inh -4 and MIN6 prolif 5.
`CN(C)CCN(Cc1cc2cc3c(cc2[nH]c1=O)OCO3)C(=S)NCc1ccco1` gave APOBEC3G inh 18, NLRP3 yeast inh 10, mIAP block 17, mIAP activ 0.83, tim10-1 inh 30, A3A deaminase 11, hIAP block -7, TIM10 inh 13 and MIN6 prolif -2.
For CN(C)CCCOC(=O)COc1ccc(C(C)(C)C)cc1 the results were APOBEC3G inh -4, NLRP3 yeast inh 14, mIAP block -3, mIAP activ 1, tim10-1 inh 9, A3A deaminase 1, hIAP block 11, TIM10 inh 5 and MIN6 prolif 0.
CC(C)C(NC(=O)c1ccc(C(C)(C)C)cc1)C(=O)Nc1cccc(S(N)(=O)=O)c1 (stereo not drawn) was read as APOBEC3G inh -7, NLRP3 yeast inh 12, mIAP block -21, mIAP activ 1.2, tim10-1 inh 18, A3A deaminase 1, hIAP block -1, TIM10 inh 3 and MIN6 prolif -5.
Cc1nc(-c2ccccc2)sc1C1(C)CC(c2cccnc2)=NO1 (stereo not drawn) was read as APOBEC3G inh -15, NLRP3 yeast inh 40, mIAP block 4, mIAP activ 0.96, tim10-1 inh 17, A3A deaminase -1, hIAP block -23, TIM10 inh -7 and MIN6 prolif -5.
Screening CC(C)(C)OC(=O)N1CCC(C(=O)N2CCC[C@H]2C(=O)O)CC1 returned APOBEC3G inh -3, NLRP3 yeast inh -11, mIAP block -7, mIAP activ 1.1, tim10-1 inh 1, A3A deaminase -1, hIAP block -14, TIM10 inh -8 and MIN6 prolif 0.
FC(F)(F)c1nnc(-c2ccccc2)nc1N1CCCC1 was read as APOBEC3G inh -17, NLRP3 yeast inh -14, mIAP block 12, mIAP activ 0.89, tim10-1 inh 15, A3A deaminase 24, hIAP block 0, TIM10 inh 21 and MIN6 prolif 0.
O=C(NC(=S)NCCOCc1ccc(Cl)cc1)c1cccnc1 was read as APOBEC3G inh -5, NLRP3 yeast inh 26, mIAP block 11, mIAP activ 0.89, tim10-1 inh 28, A3A deaminase -4, hIAP block 14, TIM10 inh 36 and MIN6 prolif -1.
COc1ccc(CCNC(=O)Nc2cccc([N+](=O)[O-])c2)cc1OC was read as APOBEC3G inh -6, NLRP3 yeast inh 16, mIAP block -3, mIAP activ 1, tim10-1 inh 2, A3A deaminase -5, hIAP block -1, TIM10 inh 6 and MIN6 prolif -2.
O=C(Cn1cnc2scc(-c3ccc(Cl)cc3)c2c1=O)N1CCOCC1 was read as APOBEC3G inh -7, NLRP3 yeast inh -12, mIAP block 20, mIAP activ 0.8, tim10-1 inh -1, A3A deaminase -1, hIAP block -19, TIM10 inh -3 and MIN6 prolif 0.
O=C(OCc1ccccc1)/C(=C/c1cccc(Br)c1)NC(=O)c1ccco1 was read as APOBEC3G inh 1, NLRP3 yeast inh 26, mIAP block 5, mIAP activ 0.95, tim10-1 inh 23, A3A deaminase 3, hIAP block -2, TIM10 inh 21 and MIN6 prolif -3.
`N#Cc1ccc(C(=O)NC(=S)N2CCOCC2)cc1` gave APOBEC3G inh -1, NLRP3 yeast inh 18, mIAP block 9, mIAP activ 0.91, tim10-1 inh -9, A3A deaminase 1, hIAP block -16, TIM10 inh 7 and MIN6 prolif 0.
For CC(C)N(C(=O)CSc1nc2ccccc2c(=O)[nH]1)C(C)C the results were APOBEC3G inh -5, NLRP3 yeast inh 17, mIAP block -5, mIAP activ 1, tim10-1 inh 14, A3A deaminase -2, hIAP block -2, TIM10 inh -5 and MIN6 prolif -3.
Cc1nnc(SCC(=O)Nc2sc3c(c2C(N)=O)CCC(C)C3)[nH]c1=O (stereo not drawn) was read as APOBEC3G inh -2, NLRP3 yeast inh 5, mIAP block 25, mIAP activ 0.75, tim10-1 inh 5, A3A deaminase -3, hIAP block 5, TIM10 inh 3 and MIN6 prolif -5.
For CCCS(=O)(=O)N1CCCC(C(=O)NC2CCCC(C)C2C)C1 (stereo not drawn) the results were APOBEC3G inh -4, NLRP3 yeast inh 12, mIAP block 0, mIAP activ 1, tim10-1 inh -2, A3A deaminase -2, hIAP block -11, TIM10 inh -16 and MIN6 prolif -3.
CC1(C)C2CCC1(CS(=O)(=O)Nc1ccc(S(=O)(=O)N3CCCCC3)cc1)C(=O)C2 (stereo not drawn) was read as APOBEC3G inh -5, NLRP3 yeast inh -8, mIAP block 2, mIAP activ 0.98, tim10-1 inh 9, A3A deaminase -1, hIAP block 0, TIM10 inh 14 and MIN6 prolif -2.
`CC1(C)CC(NC(=O)COc2ccc(Cl)cc2Cl)CC(C)(C)N1` gave APOBEC3G inh -7, NLRP3 yeast inh 12, mIAP block -2, mIAP activ 1, tim10-1 inh 2, A3A deaminase -3, hIAP block 8, TIM10 inh 6 and MIN6 prolif -1.
`COc1ccc(CN(C)C(=S)Nc2ccc(OC(F)F)cc2)cc1` gave APOBEC3G inh -5, NLRP3 yeast inh 29, mIAP block -15, mIAP activ 1.1, tim10-1 inh 24, A3A deaminase 1, hIAP block 5, TIM10 inh 9 and MIN6 prolif 1.
`CC(C)CN(C(=O)C1CSC2(C)CCC(=O)N12)c1c(N)n(Cc2ccccc2)c(=O)[nH]c1=O` (stereo not drawn) gave APOBEC3G inh -3, NLRP3 yeast inh 18, mIAP block -2, mIAP activ 1, tim10-1 inh -4, A3A deaminase 4, hIAP block -12, TIM10 inh -2 and MIN6 prolif -3.
Screening O=[N+]([O-])/C(C(=C(Cl)Cl)N1CCN(Cc2ccccc2)CC1)=C1\NCCN1Cc1ccc(Cl)nc1 returned APOBEC3G inh -3, NLRP3 yeast inh 16, mIAP block 13, mIAP activ 0.87, tim10-1 inh 17, A3A deaminase -4, hIAP block 9, TIM10 inh 4 and MIN6 prolif -3.
